# Compound activity deposited in PubChem BioAssay by National Center for Advancing Translational Sciences (NCATS).
# RORg inh – qHTS for inhibitors of ROR gamma transcriptional activity; Potency, µM (series often up to 53.6 µM), inactives show at the highest dose activity change, negative = inhibition, most hits filed as inhibitors; AID 2551, 2010; Drosophila S2 Gal4-RORgamma UAS-luciferase reporter, 20 h; 310,000 tested, 5.4% active; note: % is set by controls: 0 for no effect and ±100 for the full control effect; nearly all actives have a fitted effect of over 60% in size
#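 Drosophila Schneider cells stably carrying a metallothionein-driven Gal4 DBD–ROR gamma fusion and a UAS-Photinus luciferase reporter were exposed to compound for 1 hr, then induced with copper sulfate (700 uM final) for 20 hr at ambient temperature before luminescence reading.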
# ELG1 genotoxic – qHTS screen for small molecules that induce genotoxicity in human embryonic kidney (HEK293T) cells expressing luciferase-tagged ELG1; HEK293T ELG1-luciferase reporter, luminescence, 16 h; Potency, µM (highest dose often 46 µM), for the others: at the highest dose activity change, positive = activation, most hits filed as activators; 330,000 tested, 1.3% active; note: % of control where 0% means no effect; nearly all actives have a fitted effect of over 60% in size
#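 Cells (2,000/well) expressing the ELG1-luciferase fusion are dosed by pin tool and kept 16 hr at 37 °C, 5% CO2. Signal comes from ONE-Glo luciferase reagent after 30 min at room temperature.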
# Rab9 promoter act – qHTS Assay for Rab9 Promoter Activators; Huh7 Rab9 promoter-luciferase reporter, luminescence, 24 h; Potency, µM (doses to about 9.22 µM), for the others: at the highest dose activation, negative = inhibition, hits mostly activators; 320,000 tested, 2.8% active; AID 485297, 2010; note: % of control where 0% means no effect; nearly all actives have a fitted effect of over 60% in size
#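 Measured in stably transfected Huh7 cells bearing a Rab9 promoter–luciferase construct: 24 h compound treatment at 37 °C, followed by luminescence detection.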
# CXXC DNA block – qHTS Fluorescence Polarization Assay for Inhibitors of MLL CXXC domain - DNA interaction; Histone-lysine N-methyltransferase 2A (Homo sapiens), Q03164; Potency, µM (top dose mostly 115 µM), inactives show at the top dose activity change, negative = inhibition, actives largely listed as inhibitors; 290,000 tested, 0.037% active; AID 2662, 2010; MLL-CXXC / FITC-HOXA9 DNA fluorescence polarization; active = well fitted inhibition curve with a large enough effect in the polarisation, with a control signal flat, not every such curve was filed as active; inconclusive = small, poorly fitted or top-dose-only effect, or effect the other way, or a change in a side signal; inactive = no such curve, though single readings can be large or run the other way; the % refers to the polarisation
#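 Steps: dispense CXXC domain solution (7 uM) → pin compounds or unlabeled HOX-A9 DNA control → 5 min ambient → add FLSN-HOX-A9 solution (50 nM) → spin → 30 min ambient → fluorescence polarization. Tris pH 7.5/NaCl/DTT/BSA buffer.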
# p53 reactivator – qHTS assay for re-activators of p53 using a Luc reporter; H1299 p53-A138V BP100-luciferase reporter, luminescence, 24 h; Potency, µM (doses to about 92.2 µM), without a hit: at the highest dose activity change, positive = activation, most hits filed as activators; 320,000 tested, 0.063% active; AID 504706, 2011; note: % of control where 0% means no effect; nearly all actives have a fitted effect of over 45% in size
#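 p53-null H1299 cells stably carrying temperature-sensitive p53-A138V and a BP100-luciferase reporter were pinned with compounds (4-point, 1:5 series) and held 24 hrs at 37 deg C. Luminescence was read 10 min after detection reagent.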
# BRCA1 expr up – qHTS Assay to Identify Small Molecule Activators of BRCA1 Expression; AID 624202, 2012; Potency, µM (top dose mostly 46.1 µM), for the others: at the top dose activation, hits mostly activators; MCF7-BRCA1-FFLuc reporter, luminescence, 48 h; response scale: scaled: vehicle 0%, 10 µM genistein 100%; 380,000 tested, 1.1% active; note: nearly all actives have a fitted effect of over 80% in size; some results filed as inactive show a strong effect at the top dose
#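 MCF7 cells carrying a BRCA1-firefly luciferase reporter (2000 cells/well, phenol-red free MEM) were attached for 2 h at 37 °C, then given compounds for 48 h. Luminescence was read 15 min after luciferase reagent; activity normalized to genistein (10 microM) and DMSO.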
# NPC1 promoter act – qHTS Assay for NPC1 Promoter Activators; 320,000 tested, 2.4% active; Huh7 NPC1 promoter luciferase reporter, 24 h; Potency, µM (top dose mostly 9.22 µM), for inactives: at the top dose activation, usual class: activators;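 note: % of control where 0% means no effect; nearly all actives have a fitted effect of over 60% in size; reporter is driven by a mutant NPC1 promoter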
#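 Stably transfected Huh7 (NPC1 promoter→luciferase), 1500 cells/well in Opti-MEM + 10% FBS, 2 h settle, then compound 24 h at 37 °C. Luminescence after 10 min with Amplite reagent.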
# uPA generation – qHTS for Inhibitors of Cell Surface uPA Generation; 330,000 tested, 0.31% active; Potency, µM (highest dose often 38.3 µM), for inactives: at the highest dose activity change, negative = inhibition, most hits filed as inhibitors; cell surface uPA generation assay, qHTS; active = well fitted inhibition curve with a large enough effect; inconclusive = small, poorly fitted or top-dose-only effect; inactive = no such curve, though single readings can be large or run the other way; tested in mouse RAW 264.7 cells; note: % is set by controls: 0 for no effect and ±100 for the full control effect; nearly all actives have a fitted effect of over 55% in size
# Gal4-VP16 FLuc – VP16 counterscreen qHTS for inhibitors of ROR gamma transcriptional activity; 310,000 tested, 3.5% active; Potency, µM (doses to about 53.6 µM), inactives show at the top dose activity, negative = inhibition, most hits filed as inhibitors; AID 2546, 2010; Drosophila S2 Gal4-VP16 UAS-luciferase, luminescence, 20 h;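 note: Gal4-VP16 expression switched on by copper sulfate through the metallothionein promoter; % is set by controls: 0 for no effect and ±100 for the full control effect; nearly all actives have a fitted effect of over 50% in size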
# FLuc modulator – qHTS profiling assay for firefly luciferase inhibitor/activator using purifed enzyme and Km concentrations of substrates (counterscreen for miR-21 project); Luciferin 4-monooxygenase (Photinus pyralis), P08659; purified FLuc, Km substrates, luminescence inhibition; Potency, µM (top dose mostly 57.5 µM), for the others: at the highest dose activity change, negative = inhibition, most hits filed as inhibitors; 360,000 tested, 6.9% active;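 note: plate controls were vehicle for no effect and reference inhibitor for full effect; nearly all actives have a fitted effect of over 55% in size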
# Target sequence (P08659 whole entry, looked up): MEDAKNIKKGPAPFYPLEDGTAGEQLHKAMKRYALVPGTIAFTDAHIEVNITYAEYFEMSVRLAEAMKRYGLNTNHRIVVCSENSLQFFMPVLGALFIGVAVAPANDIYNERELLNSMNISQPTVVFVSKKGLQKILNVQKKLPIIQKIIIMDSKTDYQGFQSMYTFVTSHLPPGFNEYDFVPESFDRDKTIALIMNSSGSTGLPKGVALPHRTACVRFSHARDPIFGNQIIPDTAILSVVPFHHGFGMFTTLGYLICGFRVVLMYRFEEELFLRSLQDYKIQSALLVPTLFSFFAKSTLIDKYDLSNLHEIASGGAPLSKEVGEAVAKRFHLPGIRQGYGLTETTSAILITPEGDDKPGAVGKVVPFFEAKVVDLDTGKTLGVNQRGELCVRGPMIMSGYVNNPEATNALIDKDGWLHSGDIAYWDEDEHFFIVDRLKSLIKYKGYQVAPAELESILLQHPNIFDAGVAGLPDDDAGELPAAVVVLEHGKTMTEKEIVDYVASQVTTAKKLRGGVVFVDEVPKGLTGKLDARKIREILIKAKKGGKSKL
#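 Purified P. pyralis luciferase, 10 nM final, with Km-level 10 uM D-luciferin and 10 uM ATP in 50 mM Tris acetate pH 7.5, 10 mM Mg acetate, 0.01% Tween-20, 0.05% BSA; 6-point qHTS titration about 60 µM downward; luminescence read.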
# MBNL1-CUG inh – qHTS Assay for Inhibitors of MBNL1-poly(CUG) RNA binding; Muscleblind-like protein 1 (Homo sapiens), Q9NR56; TR-FRET MBNL1-His/biotin-(CUG)12 binding, 665/545 ratio; Potency, µM (titrated, usually from 57.5 µM), for the others: at the top dose activity change, negative = inhibition, usual class: inhibitors; 280,000 tested, 0.036% active; active = well fitted inhibition curve with a large enough effect in the signal ratio, with a control signal flat, not every such curve was filed as active; inconclusive = small, poorly fitted or top-dose-only effect, or effect the other way, or a change in a side signal; inactive = no such curve, though single readings can be large or run the other way; the % refers to the signal ratio; note: % is set by controls: 0 for no effect and ±100 for the full control effect
# Target sequence (Q9NR56 whole entry, looked up): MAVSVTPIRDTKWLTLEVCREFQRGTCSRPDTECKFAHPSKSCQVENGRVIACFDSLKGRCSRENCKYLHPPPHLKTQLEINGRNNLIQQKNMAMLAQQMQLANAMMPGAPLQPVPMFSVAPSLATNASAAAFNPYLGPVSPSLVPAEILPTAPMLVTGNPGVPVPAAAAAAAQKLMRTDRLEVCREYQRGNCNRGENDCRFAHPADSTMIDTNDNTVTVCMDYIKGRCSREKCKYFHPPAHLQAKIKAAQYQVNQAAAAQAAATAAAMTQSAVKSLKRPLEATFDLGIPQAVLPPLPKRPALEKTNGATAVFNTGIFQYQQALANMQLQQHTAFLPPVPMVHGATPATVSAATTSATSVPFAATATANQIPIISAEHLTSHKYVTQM
#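 MBNL1-His + Biotin-(CUG)12, cpd titration 92 nM–58 uM; Tb anti-His Ab 0.055 ng/ul, SA-XL665 5 nM (final); 60 min RT; ratiometric 665/545 nm, Ex 340 nm; normalized to buffer and full-complex controls.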
# Active calls of the source: *; ? = inconclusive; . = no result given; & = joins results of further samples; [ ] = dose if it differs, or a comment. Unless noted, calls come from the whole dose curve; as a rule, active = well fitted curve in the direction sought with a large enough effect; inconclusive = small, poorly fitted or top-dose-only effect, or another doubt; inactive = no such curve, though single readings can be large; an effect the other way counts as inactive or inconclusive. Potency is the fitted concentration of half-maximal effect.
# Order of values: RORg inh | ELG1 genotoxic | Rab9 promoter act | CXXC DNA block | p53 reactivator | BRCA1 expr up | NPC1 promoter act | uPA generation | Gal4-VP16 FLuc | FLuc modulator | MBNL1-CUG inh
CSc1ccc(S(=O)(=O)NCC(=O)OCC(=O)NC2(C#N)CCCCC2)cc1[N+](=O)[O-]
 : . | 1% | 2% | . | 2% | 0% | -4% | -6% | . | 4% | .
CCN(CC)C(=O)C1CCCN(Cc2ccc(N(C)C)cc2)C1 (configuration not stated)
 : -10% | -1% | 0% | -13% | -9% | 12% | -2% | 1% | 1% | 5% | 2%
CN(C)/C=C1\C(=O)N(C)N=C1C(F)(F)F
 : -4% | -3% | 10% | 7% | 1% | -11% | -3% | 6% | -4% | 0% | .
Cc1ccc(CNC(=O)C2CCC(=O)N2Cc2ccc(C)cc2)cc1 (configuration not stated)
 : -2% | -4% | -5% | ? | -2% | -15% | -6% | 6% | 2% | 2% | -2%
COc1ccc(Br)cc1/C=C\C(=O)NCc1cccnc1
 : -9% | -6% | 0% | 3% | -5% | -26% | -4% | 4% | 6% | 2% | 5%
O=C(Nc1ccccc1Oc1cccnc1)C1CCCN(C/C=C/c2ccc(F)cc2)C1 (configuration not stated)
 : -22% | -7% | 0% | -1% | 30% | -38% | -5% | -22% | -1% | 4% | -1%
Cc1cc(NC(=O)CSc2nnc(NCc3ccco3)s2)no1
 : . | -2% | -3% | . | 4% | 0% | -1% | -17% | . | 1% | .
CN1C(=O)/C(=C\c2ccccc2F)Sc2ccc(C(=O)NC3CCN(Cc4ccccc4)CC3)cc21
 : -7% | -4%[9.26 µM] | -15% | 35%[activator] | 3% | -32% | -7% | -14% | ? | -4% | 13%
CCCn1c2ccc(F)cc2c2nnc(NN)nc21
 : -26% | -7% | 3% | -1% | -3% | -40% | -17% | 3% | 3% | -3% | .
O=C1NC(NS(=O)(=O)c2ccc(Cl)cc2)(C(F)(F)F)C(=O)N1CCc1ccccc1 (configuration not stated)
 : 12% | -1% | -1% | -2% | 3% | -11% | -2% | -1% | -10% | 0% | -3%
Cc1ccccc1N1CCN(C2CCCN(C(=O)c3csc(C(C)C)n3)C2)CC1 (configuration not stated)
 : 15% | -12% | -8% | -4% | -14% | -31% | 2% | 0% | 3% | -2% | 0%
O=C(NC1CCCCCCC1)C1c2ccccc2C(=O)N1Cc1cccs1 (configuration not stated)
 : 11% | 0% | -6% | -2% | -21% | -19% | 0% | 1% | -13% | 2% | -2%
CCCCC(CC)C(=O)Nc1ccc(S(=O)(=O)Nc2nccs2)cc1 (configuration not stated)
 : 33% | 2% | 2% | 12% | -6% | -4% | -1% | -5% | -13% | 0% | -15%
CC(NS(=O)(=O)c1ccc(Br)cc1)C(c1cccs1)N1CCOCC1 (configuration not stated)
 : 23% | -1% | -8% | 5% | 4% | 0% | 0% | 2% | 0% | 6% | -24%
CN1C(=O)/C(=C/c2cccc(Cl)c2)Sc2ccc(C(=O)NCc3cccnc3)cc21
 : ? | -8% | -3% | 23% | -8% | -51% | 0% | -18% | -8%[10 µM] | -3% | 30%[activator]

# Copied from the list:
# Under Rab9 promoter act, CSc1ccc(S(=O)(=O)NCC(=O)OCC(=O)NC2(C#N)CCCCC2)cc1[N+](=O)[O-] reads 2%
# Under NPC1 promoter act, COc1ccc(Br)cc1/C=C\C(=O)NCc1cccnc1 reads -4%
# Under ELG1 genotoxic, CN1C(=O)/C(=C\c2ccccc2F)Sc2ccc(C(=O)NC3CCN(Cc4ccccc4)CC3)cc21 reads -4%[9.26 µM]

# (more compounds)
# Order of values: RORg inh | ELG1 genotoxic | Rab9 promoter act | CXXC DNA block | p53 reactivator | BRCA1 expr up | NPC1 promoter act | uPA generation | Gal4-VP16 FLuc | FLuc modulator | MBNL1-CUG inh
Brc1ccc(-c2nc(-c3ccccc3)no2)o1
 : 27% | 8.2µM* | 2.5µM* | -1% | ? | 43% | 3.5µM* | -4% | ? | 12µM* | 3%
Cc1nnc(SCc2nc3ccccc3nc2C)s1
 : 9% | 3% | -2% | -6% | 1% | -15% | 0% | 0% | -1% | -1% | ?
CCOc1nc(NCCN2CCOCC2)nc(Nc2ccc([N+](=O)[O-])cc2)n1
 : 2% | -3% | -4% | -3% | -2% | -24% | 0% | 2% | -2% | 4% | 14%
Cc1ccc(C)c(NC(=O)CSc2nnc(-c3ccccc3)o2)c1
 : -10% | -6% | 0% | 9% | -1% | 7% | -5% | -7% | -12% | 9% | -4%
CCO[C@H]1OC(C(=O)N2CCN(C)CC2)=C[C@@H](c2coc3ccccc3c2=O)[C@@H]1CCCO
 : -18% | 0% | -3% | -12% | -1% | 14% | -3% | -1% | 15% | -1% | -2%
O=C(c1cccc(C(F)(F)F)c1)C1CCCN(C(=O)/C=C/c2cnc[nH]2)C1 (configuration not stated)
 : -3% | 0% | 1% | -12% | 5% | -42% | -4% | 5% | 1% | 4% | ?
CCOC(=O)C1CN(c2cc3c(cc2F)c(=O)c(C(=O)O)cn3CC)OC1C(=O)OCC (configuration not stated)
 : -8% | -5% | 4% | -5% | 1% | 14% | 2% | 0% | -7% | 2% | -1%
Cc1noc(C)c1C(=O)NCC1COc2ccccc2O1 (configuration not stated)
 : . | -2% | 15% | . | -17% | 7% | -1% | ? | . | . | .
COc1ccc(N2CCN(C(=O)c3cn(CC4CCCCC4)nn3)CC2)cc1
 : ? | 1% | 8% | 9% | 16% | 8% | 1% | 1% | -11% | -16% | 1%
Cc1[nH]c2ccccc2c1C(=O)C(=O)Nc1ccc2c(c1)OCO2
 : ? | 17% | ? | -3% | 5% | 2.5µM* | ? | 5% | 24% | 17µM* | 3%
COC(=O)Cn1cnc2c(nnn2-c2ccc(OC)cc2)c1=O
 : -1% | 1% | -4%[1.84 µM] | 2% | -3% | -19% | -2% | -15% | 8% | 6% | -10%
CCOC(=O)c1ccc(NC(=O)COc2ccccc2OC)cc1
 : 4% | 1% | 0% | 2% | -5% | 0% | -1% | -4% | -5% | 0% | -13%
CCCNc1ncnc2onc(C)c12
 : 1% | -1% | 2% | -11% | 5% | -5% | 0% | 1% | 3% | -2%&-4% | 1%
Cc1ccc(-n2ncc3c2CC(C)(C)CC3NC(=O)CCc2ccc(=O)[nH]n2)cc1 (configuration not stated)
 : -8% | 0% | -1% | 33%[activator] | -4% | 7% | -1% | 4% | -6% | 2% | -9%
O=c1c2ccc([N+](=O)[O-])cc2ncn1Cc1ccccc1C(F)(F)F
 : 5% | 0% | -2% | -2% | 1% | -10% | -3% | 5% | -12% | -1% | ?
Cc1cccc(NC(=O)COC(=O)Cc2c[nH]c3ccccc23)c1C
 : -13% | 5% | -1% | 1% | -4% | -4% | -1% | -2% | -3% | 1% | -9%
O=C(CSc1ncnc2c1oc1ccccc12)NC1CCCC1
 : -4% | 9% | 18% | -6% | 1% | 47% | 13% | -7% | -11% | -7% | ?
CCN1CCN(Cc2ccc(NC(=O)c3ccc(C)c(NC(=O)C4=NN(c5ccccc5)C(=O)C4)c3)cc2C(F)(F)F)CC1
 : 1% | 1% | -1% | 1% | 2% | 1%&-7% | -1% | -7% | 0% | ? | 0%

# An excerpt. The share of hits here may be higher or lower than overall.
